S1P2 agonist – S1P2 receptor agonists, primary screen, cell-based; S1P2-expressing cell line, agonist reporter read-out; activation, % at 4.5 µM; 0.46% of 97,000 active; Sphingosine 1-phosphate receptor 2 (Homo sapiens), O95136; in the data active means activation above about 16%;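 further: 0% = vehicle low control and 100% = maximal reference agonist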
FAK inh – FAK kinase inhibitors, primary screen, biochemical; biochemical FAK kinase activity assay; AID 727, 2007; inhibition, %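 (tested at 7 µM)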; Focal adhesion kinase 1 (Homo sapiens), Q05397; 0.84% of 97,000 active; in the data active means inhibition above about 19%;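 further: 0% = DMSO and 100% = reference compound high control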
PLAP act – PLAP enzyme activators, biochemical, luminescence, HTS; Alkaline phosphatase, placental type (Homo sapiens), P05187; purified PLAP enzyme, luminescent substrate read-out; hits give high values; activation fold at 20 µM; 1.2% of 96,000 active; in the data active means activation fold above about 2
S1P2 antag – human S1P2 receptor antagonists, primary screen, cell-based; Sphingosine 1-phosphate receptor 2 (Homo sapiens), O95136; cell-based S1P2 antagonist assay, inhibition at 5 uM; inhibition, % at 5 µM; 0.21% of 97,000 active; in the data active means inhibition above about 45%;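 further: CRE beta-lactamase reporter cells expressing human S1P2 stimulated with S1P; 0% = agonist at EC80 alone and 100% = agonist plus reference antagonist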
PLK1 inh – human PLK1 kinase inhibitors, primary screen, biochemical, TR-FRET; 0.53% of 97,000 active; recombinant PLK1 kinase, TR-FRET peptide phosphorylation; inhibition, % at 10 µM; AID 619, 2007;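 active means inhibition of 50% or more in the single-concentration screen; inactive means inhibition below 50%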;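 further: 0% = DMSO max control and 100% = H-89 dihydrochloride min control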
EphB4 antag – EphB4-ephrin-B2 interaction antagonists, primary screen, biochemical, TNYL-RAW peptide probe, fluorescence polarization; AID 720, 2007; Ephrin type-B receptor 4 (Homo sapiens), P54760; inhibition, % at 7 µM; 0.15% of 97,000 active; EphB4 LBD / TNYL-RAW-Alexa532 peptide;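 active means inhibition above the screen-wide mean inhibition plus 3 SD, cut at about 15% in these data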;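 further: 0% = DMSO wells and 100% = excess unlabeled TNYL-RAW peptide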
Target sequence (P54760 whole entry, looked up, the tested form may be a part): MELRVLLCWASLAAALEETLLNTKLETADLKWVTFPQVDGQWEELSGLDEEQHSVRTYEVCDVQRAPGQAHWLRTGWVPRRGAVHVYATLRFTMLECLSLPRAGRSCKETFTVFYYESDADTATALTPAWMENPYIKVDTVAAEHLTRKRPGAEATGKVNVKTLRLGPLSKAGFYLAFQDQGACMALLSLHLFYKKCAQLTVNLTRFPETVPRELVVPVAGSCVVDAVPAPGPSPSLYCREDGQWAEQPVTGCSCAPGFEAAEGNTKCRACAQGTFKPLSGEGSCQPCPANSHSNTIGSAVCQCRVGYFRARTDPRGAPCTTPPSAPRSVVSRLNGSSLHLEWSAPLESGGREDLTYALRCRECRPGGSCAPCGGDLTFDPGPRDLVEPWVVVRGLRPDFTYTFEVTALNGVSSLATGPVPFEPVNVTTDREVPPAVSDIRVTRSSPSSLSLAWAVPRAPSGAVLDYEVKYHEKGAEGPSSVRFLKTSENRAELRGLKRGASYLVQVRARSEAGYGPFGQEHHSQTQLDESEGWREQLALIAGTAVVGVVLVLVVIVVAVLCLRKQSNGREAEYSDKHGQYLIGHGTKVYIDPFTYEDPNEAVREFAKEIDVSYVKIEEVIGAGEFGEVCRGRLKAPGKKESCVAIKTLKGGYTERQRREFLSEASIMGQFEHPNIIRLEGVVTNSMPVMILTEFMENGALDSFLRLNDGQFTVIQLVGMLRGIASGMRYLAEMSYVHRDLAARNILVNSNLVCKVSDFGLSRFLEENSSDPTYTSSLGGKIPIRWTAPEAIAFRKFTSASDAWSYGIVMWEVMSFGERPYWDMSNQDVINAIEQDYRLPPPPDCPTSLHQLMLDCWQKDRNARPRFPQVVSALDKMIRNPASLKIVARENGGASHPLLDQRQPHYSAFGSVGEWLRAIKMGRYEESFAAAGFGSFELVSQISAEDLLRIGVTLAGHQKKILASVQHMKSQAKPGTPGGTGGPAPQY
MT1-MMP txn act – MT1-MMP promoter reporter activation – cell-based, luciferase luminescence, primary screen; HT1080 MT1-MMP promoter luciferase reporter, overnight; hits give high values; activation factor at 10 µM; 0.16% of 86,000 active; AID 750, 2007;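 active means activation factor of at least 2 for MT1-MMP transcription at 10 µM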
HIV Rev-RRE inh – HIV-1 Rev-RRE binding inhibitors, primary screen, biochemical, FRET, protein-RNA interaction; inhibition, % at 8 µM; AID 704, 2007; 0.79% of 97,000 active; Rev peptide-RRE RNA binding; P05866;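 active means inhibition above the screen-wide mean plus 3 SD, cut at about 35% in these data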;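 further: 0% = median DMSO wells and 100% = median Neomycin B control wells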
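Assay system: Rev peptide and RRE RNA, both fluorescently labelled; times: 5 min preincubation and 15 min binding, 25 °C; detection: FRET, ex 480 nm, em 540 and 671 nm; read-out basis: % inhibition from 671/540 nm acceptor-to-donor ratio, scaled between controls; benchmarks: DMSO low control, neomycin B high control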
PLK1 PBD inh – Plk1 polo box domain binding inhibitors, primary screen, biochemical, fluorescence polarization; 0.13% of 97,000 active; Serine/threonine-protein kinase PLK1 (Homo sapiens), P53350; Plk1 PBD phosphopeptide binding; inhibition, %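 (tested at about 20 µM)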; in the data active means inhibition above about 34%, passing the limit was not always enough
Numbers without * were called inactive; · = not tested or not shown; [ ] = another dose, or the depositor's remark.

S1P2 agonist	FAK inh	PLAP act	S1P2 antag	PLK1 inh	EphB4 antag	MT1-MMP txn act	HIV Rev-RRE inh	PLK1 PBD inh	smiles
-6	-1	1.1	8	-20	2	1.2	4	18	CCc1nc(SCC(=O)Nc2c(C)nn(C)c2C)c2cnn(-c3ccccc3)c2n1
-10	-1	1	9	-10	0	·	9	-21	CCOc1ccc(C(c2c(O)nc(SC)n(C)c2=O)c2c(O)nc(SC)n(C)c2=O)cc1
-2	3	1.1	10	-4	-3	1.1	0	5	COc1cccc(N2CCN(CC(=O)Nc3nc4c(s3)CC(C)CC4)CC2)c1 (stereo unspecified)
-8	-12	0.9	10	-5	4	1.1	2	3	COCC(C)NC(=O)c1cc(-c2ccc(OC)c(OC)c2)on1 (stereo unspecified)
-6	-1	1.1	19	-14	-1	·	10	-2	CC(=O)N1CCC(N(C(=O)Nc2c(F)cccc2F)C(C)C)CC1
-9	0	0.8	20	-15	3	1.9	0	-4	Oc1ccc(Nc2nc(-c3ccc(O)cc3)cs2)cc1
-4	2	·	-8	-14	-6	1.3	4	-1	Cc1cccc(NC(=O)C2CCCC2)c1
-12	4	1	7	-9	3	·	4	-15	C=CCC(CC=C)(NC(=O)c1ccccc1C)c1ccccc1
-1	2	1	13	-3	3	1.1	1	-5	COCc1ccc2oc(C(=O)O)cc2c1
-2	11	1.2	32	-22	0	·	88*[fluorescence artefact?]	-127	CCc1nnc(NC(=O)c2sc3nc4cc(C)ccc4cc3c2N)s1
-7	0	·	-10	-8	1	0.9	9	0	Cc1cc(C(=O)NC2=NCCS2)cs1
-5	-3	0.8	19	-9	6	0.9	7	-7	Cc1c(O)ccc(C(=O)CN2C(=O)c3ccccc3C2=O)c1O
-4	-1	1.2	8	-15	4	1.1	8	12	CC1C(=O)CCN(C(C)C)C1C (stereo unspecified)
-1	0	1	3	1	-1	1	13	13	CCOC(=O)c1c(C)c(C(=O)Nc2cc(OC)ccc2OC)c(C)n1CC
-4	4	1.1	2	-18	8	1.1	5	-7	C=C(C)CSc1nnc(-c2ccccc2)n1N
-5	-7	1	-12	-7	-4	1.1	-2	-4	COc1ccc(C2CC(c3ccc(OC)cc3)n3nc(NC(=O)c4cccs4)nc3N2)cc1 (stereo unspecified)
-7	-1	1	-6	-5	3	1.1	10	-3	Cc1nn(CC#N)c(=O)n1-c1ccccc1
-1	0	1.5	-12	11	0	1.1	1	-25	CCOC(=O)C1C(=O)C(C(C)=O)C(=O)CC1CC(C)SCC (stereo unspecified)
-3	-1	1.2	-2	-16	0	1.1	4	25	Cc1ccc(CNC(=O)c2ccc(NS(=O)(=O)c3c(C)noc3C)cc2)cc1
-5	-1	1.1	21	-21	4	1.1	2	18	CN(c1ccccc1)S(=O)(=O)c1ccc(C(=O)OCC(=O)N2CCOCC2)cc1

Single values from the list.
PLAP act result of `CCc1nnc(NC(=O)c2sc3nc4cc(C)ccc4cc3c2N)s1` = 1.2
PLK1 PBD inh result of `CCOc1ccc(C(c2c(O)nc(SC)n(C)c2=O)c2c(O)nc(SC)n(C)c2=O)cc1` = -21

Filtered by structure: the compounds so far with two or more sulfur atoms (three)
S1P2 agonist	FAK inh	PLAP act	S1P2 antag	PLK1 inh	EphB4 antag	MT1-MMP txn act	HIV Rev-RRE inh	PLK1 PBD inh	smiles
-10	-1	1	9	-10	0	·	9	-21	CCOc1ccc(C(c2c(O)nc(SC)n(C)c2=O)c2c(O)nc(SC)n(C)c2=O)cc1
-2	11	1.2	32	-22	0	·	88*[fluorescence artefact?]	-127	CCc1nnc(NC(=O)c2sc3nc4cc(C)ccc4cc3c2N)s1
-7	0	·	-10	-8	1	0.9	9	0	Cc1cc(C(=O)NC2=NCCS2)cs1

Returning to the listing; the two compounds before the break are reprinted first.
S1P2 agonist	FAK inh	PLAP act	S1P2 antag	PLK1 inh	EphB4 antag	MT1-MMP txn act	HIV Rev-RRE inh	PLK1 PBD inh	smiles
-3	-1	1.2	-2	-16	0	1.1	4	25	Cc1ccc(CNC(=O)c2ccc(NS(=O)(=O)c3c(C)noc3C)cc2)cc1
-5	-1	1.1	21	-21	4	1.1	2	18	CN(c1ccccc1)S(=O)(=O)c1ccc(C(=O)OCC(=O)N2CCOCC2)cc1
0	17	·	2	-12	3	1.1	18	2	COc1ccc(CNC(=O)c2cc3c(=O)n4ccccc4nc3n(Cc3ccco3)c2=N)cc1
-11	2	1	-10	-8	1	1.1	1	3	CCOC(=O)C1=C(C)Nc2nc3ccccc3n2C1c1ccncc1 (stereo unspecified)
-5	-5	1.1	10	-5	3	1.1	8	-39	Cc1onc(-c2ccccc2Cl)c1C(=O)Nc1ccccc1C(=O)NC(C)C
-4	4	1	5	-7	2	·	7	-10	O=C(COc1ccccc1)Nc1nnc(-c2ccccc2)o1
-6	2	·	-20	-7	-7	1.1	-5	16	CCCCCCn1c(CN2CCCCC2C)nc2c1c(=O)n(C)c(=O)n2C (stereo unspecified)
-2	-2	·	-5	-16	-6	1	13	-1	CCOc1ccc(S(=O)(=O)Nc2cccc(Cl)c2)cc1
-1	-9	0.9	11	-6	-6	1	-3	-11	CC(C)(NC(=O)N1CCCC1)c1cccc(C(C)(C)NC(=O)N2CCCC2)c1
-4	-1	0.9	-12	-4	-3	1	2	-3	CC(C)(C)c1cc(CN(CCO)CCO)cc(C(C)(C)C)c1O
-7	0	1.6	8	-12	-7	1.4	-1	-3	N#CCN1CCN(CC(=O)Nc2ccc(OCc3ccccc3)cc2)CC1
-2	1	1	-5	-5	2	·	8	-12	C=CCN1C(=NC(=O)CCC(=O)O)SC2CS(=O)(=O)CC21 (stereo unspecified)
-2	0	1.3	1	-11	-5	·	1	-22	CCC(=O)Nc1cc(C(=O)OC(C(=O)c2ccc(C)c(C)c2)c2ccccc2)ccc1C (stereo unspecified)
-5	3	1.5	7	-5	-4	1.2	2	5	O=C(NCc1ccccn1)c1ccc(=O)oc1
-2	1	0.9	-18	-6	-3	1.1	9	10	c1cc2c(cc1CN1CCOCC1)OCO2
-2	17	1.3	18	-4	7	1.2	8	11	C=CCn1c(SCC(=O)N2CCCC2)nc2cc(C(=O)NCC3CCCO3)ccc2c1=O (stereo unspecified)
-8	-3	2*	3	-10	-2	1.1	5	-6	CC(C)n1c(N2CCN(CC(=O)NCc3cccs3)CC2)nc2ccccc21
-4	2	1	-28	-13	1	·	5	11	CCOc1ccccc1NC(=O)C1CCN(S(=O)(=O)c2c(C)noc2C)CC1
-1	0	1.3	-5	-9	-8	1.1	3	15	O=C(NCCN1CCOCC1)C1CC(=O)N(c2ccc(F)c(Cl)c2)C1 (stereo unspecified)
-2	-10	1.1	23	-7	3	·	9	-38	Cc1cc(C)n(-c2cc(N3CCN(C(=O)c4cccc(Br)c4)CC3)ccc2[N+](=O)[O-])n1
-2	0	1.2	-1	-6	5	·	9	-12	CCOC(=O)N1CCN(C(=O)CSCc2ccccc2C)CC1
-1	-1	·	-60	-13	4	1.2	-1	5	CC(C)(C)C(C(Oc1ccc(Cl)cc1)n1cncn1)n1nnnc1C(c1cccc(Cl)c1)N1CCCCC1 (stereo unspecified)
-5	0	0.8	6	-4	-11	1.2	4	-15	Cc1ccccc1NC(=O)c1ccccc1
-4	0	1.1	-16	-12	-12	·	87*[fluorescence artefact?]	-18	CCCCC1(C)OC(=O)C(=Cc2ccc(N(CC)CC)cc2)C(=O)O1 (stereo unspecified)
-3	5	1.6	5	-29	4	1	-4	-14	Cc1oc(-c2ccc(Cl)cc2)nc1CN1CCC(C(=O)NCCCN2CCCC2=O)CC1
-6	-2	0.9	8	-2	2	1.1	7	-25	Clc1ccc(SCCCCn2cncn2)cc1
-8	1	·	-2	-10	2	1.2	3	-9	O=C1Nc2ccccc2/C1=N\c1sc2c(c1C(=O)Nc1ccccc1)CCCC2
-3	5	1.6	-6	0	1	1.2	-3	-6	CCCCOc1ccc(-c2nc(=S)[nH][nH]2)cc1
-5	2	1.2	-5	4	5	1.2	75*	-24	Cc1sccc1C1C(C#N)=C(N)SC(N)=C1C#N
-5	0	1.2	-8	-29	-2	1.7	-1	31	Nc1nc(CSc2ncccn2)nc(Nc2ccccc2)n1

Part of the list above, with bars between the fields.
SMILES | S1P2 agonist | FAK inh | PLAP act | S1P2 antag | PLK1 inh | EphB4 antag | MT1-MMP txn act | HIV Rev-RRE inh | PLK1 PBD inh
COc1cccc(N2CCN(CC(=O)Nc3nc4c(s3)CC(C)CC4)CC2)c1 (stereo unspecified) | -2 | 3 | 1.1 | 10 | -4 | -3 | 1.1 | 0 | 5
CCOc1ccc(S(=O)(=O)Nc2cccc(Cl)c2)cc1 | -2 | -2 | · | -5 | -16 | -6 | 1 | 13 | -1
CCCCC1(C)OC(=O)C(=Cc2ccc(N(CC)CC)cc2)C(=O)O1 (stereo unspecified) | -4 | 0 | 1.1 | -16 | -12 | -12 | · | 87*[fluorescence artefact?] | -18
CC(C)(NC(=O)N1CCCC1)c1cccc(C(C)(C)NC(=O)N2CCCC2)c1 | -1 | -9 | 0.9 | 11 | -6 | -6 | 1 | -3 | -11
CN(c1ccccc1)S(=O)(=O)c1ccc(C(=O)OCC(=O)N2CCOCC2)cc1 | -5 | -1 | 1.1 | 21 | -21 | 4 | 1.1 | 2 | 18
Cc1cccc(NC(=O)C2CCCC2)c1 | -4 | 2 | · | -8 | -14 | -6 | 1.3 | 4 | -1
CCc1nnc(NC(=O)c2sc3nc4cc(C)ccc4cc3c2N)s1 | -2 | 11 | 1.2 | 32 | -22 | 0 | · | 88*[fluorescence artefact?] | -127

Compound activity as filed in PubChem.
